GRP78 ERSR act: inducers of ER stress response in human glioma cells | U87-MG GRP78 promoter luciferase reporter, 16 h | Potency, µM, without a hit: at the top dose activation, most hits filed as activators | hit rate 0.02% among 420,000 | AID 602332; further: potency means the concentration at half of the fitted maximal effect; series mostly up to about 76 µM; % of control where 0% means no effect; nearly all actives have a fitted effect of over 35% in size
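Stably transfected U87-MG glioma cells carrying a GRP78-based luciferase sensor; 16 h compound incubation. Luminescence end-point read 10 min after Bright-Glo addition at room temperature.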
BLM helicase inh: inhibitors of human Bloom syndrome helicase BLM; P54132; recombinant BLM DNA unwinding, fluorescence dequenching; Potency, µM (titrated, usually from 56.1 µM), for the others: at the top dose activity change, negative = inhibition, actives largely listed as inhibitors; hit rate 0.2% among 350,000;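 further: potency means the concentration at half of the fitted maximal effect; plate controls were vehicle for no effect and no enzyme for full effect; nearly all actives have a fitted effect of over 35% in size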
POLK inh: blocks human DNA polymerase kappa activity; Q9UBT6; purified Pol kappa, fluorescent DNA synthesis assay, 10 min; Potency, µM (titrated, usually from 107 µM), for the others: top-dose activity, negative = inhibition, hits mostly inhibitors; hit rate 0.53% among 400,000; further: potency means the concentration at half of the fitted maximal effect; on the % scale 0 is the no-effect control and ±100 the full control effect
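Kinetic fluorescence readout at 0 and 10 min followed reaction start with substrate at 50 nM final. Beforehand, enzyme (10 nM Pol kappa) stood 15 min with compound at room temperature; buffer-only wells were negative controls.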
APEX1 inh: APE1 (human) endonuclease inhibition | P27695 | Potency, µM (top dose mostly 65.8 µM), inactives show at the top dose activity change, negative = inhibition, actives largely listed as inhibitors | recombinant APE1, TAMRA/BHQ-2 abasic DNA cleavage fluorescence | AID 2517 | hit rate 0.35% among 350,000;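 further: potency means the concentration at half of the fitted maximal effect; plate controls were vehicle for no effect and reference inhibitor for full effect; nearly all actives have a fitted effect of over 55% in size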
Target sequence (P27695 whole entry, looked up): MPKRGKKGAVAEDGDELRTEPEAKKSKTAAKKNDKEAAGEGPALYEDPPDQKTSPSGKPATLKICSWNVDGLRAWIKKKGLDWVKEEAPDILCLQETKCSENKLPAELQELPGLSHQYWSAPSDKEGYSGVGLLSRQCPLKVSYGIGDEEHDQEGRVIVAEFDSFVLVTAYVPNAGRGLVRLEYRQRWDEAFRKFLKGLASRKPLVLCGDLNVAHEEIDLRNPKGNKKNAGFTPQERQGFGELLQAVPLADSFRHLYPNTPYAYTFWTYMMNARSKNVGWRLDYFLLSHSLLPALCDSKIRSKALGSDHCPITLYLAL
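Step 1: APE1 (0.75 nM) with compound, 15 min RT. Step 2: add 50 nM fluorophore/quencher THF duplex. Step 3: three fluorescence reads 60 s apart (525/598 nm); read 3 minus read 1 = reaction progress.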
Pol beta inh: blocks human DNA polymerase beta activity | Potency, µM (titrated, usually from 114 µM), inactives show at the highest dose activity change, negative = inhibition, most hits filed as inhibitors | hit rate 1.3% among 340,000 | P06746 | Pol beta primer extension/strand displacement, fluorescence kinetic; further: potency means the concentration at half of the fitted maximal effect; on the % scale 0 is the no-effect control and ±100 the full control effect
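Reaction started by 50 nM substrate onto compound-treated Pol beta (10 nM, 15 min preincubation, room temperature); plates read at 0 min and 10 min. Normalized concentration-effect data fitted by four-parameter Hill equation.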
POLH inh: DNA polymerase eta (human) inhibition; Potency, µM (titrated, usually from 114 µM), for the others: top-dose activity change, negative = inhibition, actives largely listed as inhibitors; recombinant Pol eta, fluorescent DNA replication assay; hit rate 1.2% among 390,000; further: potency means the concentration at half of the fitted maximal effect; on the % scale 0 is the no-effect control and ±100 the full control effect
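Pol eta (10 nM) was preincubated with compounds for 15 min at room temperature, after which fluorescent replication substrate (50 nM final) was added to start the reaction. Fluorescence was read kinetically at 0 and 10 min.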
LDHA block: inhibitors of human lactate dehydrogenase A; purified LDHA, NADH/diaphorase-resazurin fluorescence; stronger effect = lower value; P00338; activity change, % (values are at about 110 or 230 µM); AID 1347041; hit rate 0.15% among 480,000; in the data active means activity change below about -30%; inconclusive means mostly about -25% to -30%;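 further: plate controls were DMSO wells for no effect and wells without enzyme for full effect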
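Resorufin fluorescence (ex540/em590), read at 0 and 20 min after diaphorase/resazurin addition, reports the NADH left after a 5 min room-temperature reaction of 2 nM human LDH5 with 0.06 mM NADH and 0.2 mM pyruvate.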
Apoferritin bind: binds horse apoferritin like a general anesthetic. P02791. apoferritin/1-aminoanthracene competitive binding, fluorescence. Potency, µM (series often up to 77.5 µM), for inactives: at the highest dose activity change, negative = displacement, most hits filed as inhibitors. hit rate 0.074% among 350,000. AID 485281; further: potency means the concentration at half of the fitted maximal effect; on the % scale 0 is the no-effect control and ±100 the full control effect; nearly all actives have a fitted effect of over 20% in size
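Concentration-response curves derived by four-parameter Hill fitting of normalized fluorescence, where compounds displaced 1-AMA from 10 uM horse apoferritin following a brief 10 min room-temperature incubation; propofol titration acted as positive control.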
Pol iota inh: blocks human DNA polymerase iota activity; Q9UNA4; Potency, µM (titrated, usually from 115 µM), without a hit: at the top dose activity, negative = inhibition, hits mostly inhibitors; hit rate 1% among 390,000; Pol iota fluorescent replication assay, 10 min; further: potency means the concentration at half of the fitted maximal effect
Target sequence (Q9UNA4 whole entry, looked up): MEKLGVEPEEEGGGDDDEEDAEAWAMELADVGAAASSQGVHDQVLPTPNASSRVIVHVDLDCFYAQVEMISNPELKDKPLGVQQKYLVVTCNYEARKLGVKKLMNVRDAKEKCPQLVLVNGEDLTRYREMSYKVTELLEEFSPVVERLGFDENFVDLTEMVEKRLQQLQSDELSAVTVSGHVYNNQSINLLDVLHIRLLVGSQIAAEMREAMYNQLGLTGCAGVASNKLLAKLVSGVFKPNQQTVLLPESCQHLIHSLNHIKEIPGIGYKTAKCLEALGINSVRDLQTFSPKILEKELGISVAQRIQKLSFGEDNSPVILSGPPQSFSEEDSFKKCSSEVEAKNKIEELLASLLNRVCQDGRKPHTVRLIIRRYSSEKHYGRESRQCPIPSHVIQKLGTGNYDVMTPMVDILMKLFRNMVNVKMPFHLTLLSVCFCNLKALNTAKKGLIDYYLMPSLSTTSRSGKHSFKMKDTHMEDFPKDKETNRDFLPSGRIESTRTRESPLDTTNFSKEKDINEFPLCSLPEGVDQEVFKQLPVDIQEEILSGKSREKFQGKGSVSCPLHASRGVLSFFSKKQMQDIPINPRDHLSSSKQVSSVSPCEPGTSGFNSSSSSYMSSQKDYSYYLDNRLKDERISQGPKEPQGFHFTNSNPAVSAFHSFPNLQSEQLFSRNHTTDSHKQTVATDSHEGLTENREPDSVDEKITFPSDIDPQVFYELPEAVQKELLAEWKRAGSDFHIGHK
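Pol iota at 10 nM preincubated 15 min with compounds at room temperature; reaction started with fluorescent substrate, 50 nM final. Fluorescence read kinetically at 0 and 10 min; buffer-only wells as negative control.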
* marks the source's active call; other numbers are inactive results; ? = inconclusive; . = no result given; & = joins results of further samples; [ ] = remark or other dose. Unless noted, the call rests on the fitted dose curve; in most records, active means well fitted curve in the direction sought with a large enough effect; inconclusive means small, poorly fitted or top-dose-only effect, or another doubt; inactive means no such curve, though single readings can be large; an effect the other way counts as inactive or inconclusive. Only part of the results is shown; count on the stated rates, not on these rows.

SMILES	GRP78 ERSR act	BLM helicase inh	POLK inh	APEX1 inh	Pol beta inh	POLH inh	LDHA block	Apoferritin bind	Pol iota inh
Cc1[nH]c(=S)[nH]c(=O)c1Cc1c(O)ccc2ccccc12	0%	.	-22%	.	.	-4%	26	.	6%
Cc1ccc2c(=O)cc(C(=O)Nc3ccc(S(=O)(=O)N4CCCCCC4)cc3)oc2c1C	-4%	-3%	7%	.	21%	2%	4	-13%	?
COC(CNC(=O)c1c[nH]c2ccc(S(=O)(=O)N3CCOCC3)cc2c1=O)OC	-2%	0%	-13%	49%[activator]	2%	10%	-5	5%	25%
CCC(Sc1nc(-c2ccccc2)[nH]c1S(=O)(=O)c1ccc(C)cc1)C(=O)O (stereo not given)	-4%	-1%	-5%	.	?	-19%	-9	-1%	21%
CC(C)Cn1c(N)c(C(=O)COC(=O)c2ccc(Cl)cc2)c(=O)n(C)c1=O	-4%	-12%	-2%	-4%	-2%	-23%	-1	-19%	7%
CN(NC1OC(=O)c2ccccc21)c1ccc(Cl)cc1[N+](=O)[O-] (stereo not given)	-4%	-7%	-4%	11%	26%	-14%	-10	-4%	141%[activator]
Cc1ccc(C(=O)N/C(=C\c2ccco2)C(=O)NCCN2CCOCC2)cc1C	-4%	-1%	-18%	10%	11%	-12%	-8	-5%	16%
CCCC(=O)Nc1ccc(NC(=O)Cc2ccccc2)cn1	1%	-3%	-4%	7%	27%	10%	-5	-7%	15%
CCOC(=O)c1c(C)c(-c2ccccc2)n(CC(=O)NCCC(C)C)c1C	-4%	2%	-20%	-3%	-8%	-8%	-7	8%	-8%
Fc1cccc(NCc2ccoc2)c1	-3%	-2%	-3%	-8%	9%	-2%	5	?	4%
CSc1ccccc1C(=O)N1CCC(CCC(=O)NC2CC2)CC1	0%	2%	-13%	11%	26%	-15%	-12	-3%	-3%
CCOP(=O)(OCC)C(NC(C)=O)C(=O)c1ccccc1 (stereo not given)	-3%	-1%	-8%	-3%	20%	-2%	-2	-7%	10%
COc1ccc(-c2cn[nH]c2-c2ccc(OCC(=O)NN)cc2O)cc1OC	-5%	0%	2%	7%	-1%	-16%	9	-15%	98%[activator]
CSc1cc(-c2ccc(Cl)cc2)c(C(=O)N2CCCC2)s1	9%	-5%	-9%	9%	15%	-20%	-4	-5%	11%
CC1(c2ccccc2)NC(=O)N(CC(=O)NNC(=O)c2ccccc2F)C1=O (stereo not given)	-3%	.	-16%	-11%	.	-3%	-4	.	3%
COc1ccc(N2CCN(C(=O)CCNC(=O)c3ccc(C(C)(C)C)cc3)CC2)cc1	-5%	-2%	-19%	1%	5%	-12%	-5	-12%	-8%
CCCCOc1cccc(/C=C(\C#N)C(=O)NC2CC2)c1	5%	-4%	-13%	4%	-1%	-10%	-2	3%	-12%
O=C(Nc1ccc(F)cc1F)Nc1csc2ccccc12	4%	-8%	-6%	-3%	0%	-4%	-9	1%	158%[activator]
Cc1ccc(CCNC(=O)CS(=O)Cc2nc(-c3cccs3)oc2C)cc1 (stereo not given)	-5%	-3%	-9%	-3%	2%	-2%	-8	-10%	-9%
Cc1nnc(N/N=C/C2CC=CCC2)[nH]c1=O (stereo not given)	-2%	0%	-11%	0%	15%	-16%	-2	-3%	43%[activator]
CNC(=O)NC(=O)COC(=O)/C=C/c1cccc(Br)c1	-1%	2%	-1%	-3%	5%	-11%	-8	-5%	33%[activator]
Cc1[nH]c2ccccc2c1C(=O)CN1CCCC1	-2%	4%	1%	7%	1%	5%	-7	-15%	29%
O=C1c2ccccc2C(=O)C1c1nccc2ccccc12	-10%	-5%	0%	-7%	-4%	?	-8	3%	6%
Cc1cccc(C(=O)Nc2ccc(S(=O)(=O)Nc3nc(C)cc(C)n3)cc2)c1	-4%	-4%	-2%	-8%	3%	-15%	-2	-8%	31%[activator]
CCN(CC)c1ccc(-c2n[nH]c(=S)n2-c2ccccc2C)cc1	-5%	-2%	2%	12%	-3%	-13%	-5	-9%	2%
O=C(c1ccc2c(c1)OCCO2)C1CCN(C(=O)Nc2ccccc2F)CC1	-1%	0%	-5%	50%[activator]	2%	-2%	-11	-4%	31%[activator]
O=C(c1ccc2c(c1)N(Cc1ccc(Cl)cc1)C(=O)c1ccccc1S2=O)N1CCC(Cc2ccccc2)CC1 (stereo not given)	-3%	-8%	-11%	.	24%	-13%	-3	-4%	16%
CCSc1nnc(SCC(=O)NC2CCCCC2)s1	-2%	.	2%	16%	.	-7%	-3	.	-4%
CCOC(=O)CNC(=O)CSc1nc(N)cc(N)n1	0%	0%	-5%	-1%	-29%	-3%	-2	-2%	26%
Cc1ccc(NC(=O)CN2C(=O)COc3ccc(S(=O)(=O)N4CCCC4)cc32)cc1C	-5%	0%	-2%	10%	21%	-12%	-2	-16%	14%
COc1ccc(OCc2cn(CC(=O)c3ccc(O)cc3)nn2)cc1	-2%	.	-3%	.	.	-3%	7	.	?
OC(CN1CCN(c2ccccc2F)CC1)c1ccc(F)cc1 (stereo not given)	2%	-3%	-3%	60%[activator]	7%	-12%	-2	-5%	-23%
Cn1c2c(c(=O)n(C)c1=O)C(c1cccc(O)c1)CC(=O)N2 (stereo not given)	0%	3%	-15%	.	2%	-12%	-7	3%	4%
COc1ccc(OC)c(NC(=O)COC(=O)CN2C(=O)NC3(CCCC3)C2=O)c1	-5%	.	-7%	19%	.	-15%	-3	.	15%
CC1CC(C)CN(C(=O)C(C)N2CCN(S(=O)(=O)c3ccccc3F)CC2)C1 (stereo not given)	-7%	.	1%	-5%	.	-17%	-5	.	45%[activator]
CCc1cccc(C)c1Nc1c(-c2cccs2)nc2ncccn12	-3%	-2%	-4%	.	-2%	-16%	5	-13%	38%[activator]
COc1ccc(Cn2c(SCC(=O)Nc3ccc(OC)cc3)nc3ccccc32)cc1	-3%	-3%	-7%[60.1 µM]	.	3%	-7%	-4	245%[activator]	-9%
CCOC(=O)[C@H]1[C@H]2COc3ccc(Br)cc3[C@@H]2N2C(=O)c3ccc(Cl)cc3NC(=O)[C@@]12C	0%	.	12%	28%	.	-8%	1	.	41%[activator]
CCC(C)[C@H](NC(=O)[C@@H]1Cc2c([nH]c3ccccc23)C2c3ccccc3C(=O)N21)C(=O)N1CCC[C@@H]1C(=O)O (stereo not given in full)	1%	1%	3%	-12%	2%	2%	0	-15%	10%
Cn1c(=O)c2c(nc(N3CCCCC3)n2CCNC2=NCCC2)n(C)c1=O	-3%	2%	0%	3%	-28%	1%	-5	-3%	6%
NC(=O)c1nsc(C(=O)N(c2cccc(F)c2)C(C(=O)NCC2CCCO2)c2cccs2)c1N (stereo not given)	0%	-10%	-12%	-12%	15%	-21%	-10	2%	32%[activator]
C=Cc1ccc(Cn2c(=O)n(-c3cccc(C)c3)c(=O)c3c2c2cc(C)ccc2n3C)cc1	-1%	-3%	-13%	.	23%	-11%	-1	44%[activator]	3%
CCCc1cc(=O)oc2cc(OCC(=O)NCC3CCC(C(=O)O)CC3)ccc12 (stereo not given)	-4%	2%	16%	61%[activator]	-26%	0%	1	-5%	8%
COc1ccc(N2CCN(CC(=O)c3ccc(O)c(C)c3O)CC2)cc1	-1%	-2%	0%	10%	40%	-5%	3	-12%	-2%
CC[n+]1c(C)cc2c(sc3ccccc32)c1C	-6%	47%[activator]	14%	1%	27%	-14%	-7	4%	13%
Cc1ccc(-n2nc(C)c(C3C(C#N)=C(N)OC4=C3C(=O)CC(C)(C)C4)c2Cl)cc1 (stereo not given)	.	0%	.	1%	-3%	.	.	-14%	.
Cc1cccc(NC(=O)C2CCN(c3nccc(C)n3)CC2)c1	-3%	-2%	-3%	1%	-3%	-18%	-3	-11%	18%
O=C(Nc1ccc(Cl)cc1)N1CCC(CN2CCCCCC2)CC1	-1%	-2%	-6%[60.1 µM]	.	26%	6%	-2	-4%	-5%
CC(C)OC(=O)CSc1nnc(-c2ccc(Cl)cc2Cl)n1N	-3%	-5%	-2%	13%	49%	5%	4	-9%	15%
N[C@H](C(=O)O)c1ccc(C(=O)O)c(O)c1	-5%&-2%	-2%	0%&-11%[19.4 µM]	?	.	.	.	-3%	.

Later entries:
SMILES	GRP78 ERSR act	BLM helicase inh	POLK inh	APEX1 inh	Pol beta inh	POLH inh	LDHA block	Apoferritin bind	Pol iota inh
CCOC(=O)N1CCN(CCC(=O)Nc2cc(OC)cc(OC)c2)CC1	-2%	3%	-14%	5%	-20%	1%	4	-9%	2%
COCCN1CCC(CO)C1 (stereo not given)	-4%	.	-20%	.	.	-7%	-8	.	0%
CC1(C)CC(=O)C(C=NCCN2CCOCC2)=C(O)C1	-1%	2%	-6%	-2%	-11%	-14%	-10	-9%	?
COC(=O)/C(C#N)=C/c1c(Oc2cccc(C)c2C)nc2ccccn2c1=O	-3%	-1%	7%	-3%	-25%	-2%	0	-1%	152%[activator]
COC(=O)c1cc2sccc2n1Cc1ccc(C)cc1	0%	-3%	-10%	-3%	3%	-12%	-2	1%	-2%[58.9 µM]
CCNC(=O)COC(=O)C1CCN(S(=O)(=O)c2ccc3c(c2)OCCO3)CC1	-5%	.	7%	13%	.	-15%	-11	.	42%[activator]

An excerpt of these results, with values under each structure.
The line under a structure holds: GRP78 ERSR act, BLM helicase inh, POLK inh, APEX1 inh, Pol beta inh, POLH inh, LDHA block, Apoferritin bind, Pol iota inh
> CCC(Sc1nc(-c2ccccc2)[nH]c1S(=O)(=O)c1ccc(C)cc1)C(=O)O (stereo not given)
 : -4%, -1%, -5%, ., ?, -19%, -9, -1%, 21%
> CC(C)Cn1c(N)c(C(=O)COC(=O)c2ccc(Cl)cc2)c(=O)n(C)c1=O
 : -4%, -12%, -2%, -4%, -2%, -23%, -1, -19%, 7%
> CN(NC1OC(=O)c2ccccc21)c1ccc(Cl)cc1[N+](=O)[O-] (stereo not given)
 : -4%, -7%, -4%, 11%, 26%, -14%, -10, -4%, 141%[activator]
> Cc1ccc(C(=O)N/C(=C\c2ccco2)C(=O)NCCN2CCOCC2)cc1C
 : -4%, -1%, -18%, 10%, 11%, -12%, -8, -5%, 16%
